M1 ag: M1 muscarinic receptor agonists, primary screen, CHO-M1 cells, Fluo-4 calcium, agonist mode; Fluo-4 calcium fluorescence; hits give high values; B-score at 10 µM; 3% of 64,000 active; AID 626, 2007;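 active means fluorescence rise, raw or as B-score row- and column-corrected plate score, outside the 99.7% band of its plate's samples, either direction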
NADH coupling: inhibitors of PK/LDH coupling enzymes, profiling panel, artefact control, biochemical, MLSMR library; coupled PK/LDH NADH assays, four targets; IC50, µM (series often up to 10 µM), for inactives: at the highest dose inhibition; 0.02% of 65,000 active; AID 774, 2007;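 active means single-dose screening hits from any of four coupled enzyme assays that gave an IC50 when retested across doses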;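 further: the DPM-DC format reads NADH fluorescence rather than 340 nm absorbance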
HEK293 NFkB inh: inhibitors of PMA/ionomycin-induced NF-kB reporter, primary screen, antigen receptor NF-kB inhibitor project, cell-based, HEK-293 luciferase reporter, luminescence. AID 465, 2006. 0.21% of 62,000 active. inhibition, % at 3 µM. HEK-293 NF-kB luciferase reporter;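 active means inhibition above the mean of all tested compounds plus 3 SD, cut at about 40% in these data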;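 further: 0% = stimulated DMSO wells and 100% = 10 µM reference inhibitor 5653914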
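Material: HEK-293 cells with stable firefly luciferase reporter driven by four HIV NF-kB elements / Also added: PMA plus ionomycin mix as NF-kB-activating stimulus / Compound dosing: 3 µM once, 0.30% DMSO / Times: 1 h pretreatment, 16 h stimulation, 37 °C / Signal: luminescence / Evaluation: per-plate % inhibition versus controls / Benchmarks: DMSO and 10 µM reference inhibitor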
D1 mod: D1 CRE-luciferase signal change, two-sided – cell-based, HEK293 D1, dopamine EC30, D1 allosteric modulator project, primary screen; 5.9% of 58,000 active; AID 641, 2007; D(1A) dopamine receptor (Homo sapiens), P21728; dopamine EC30 potentiation; actives deviate in either direction; B-score at 10 µM;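 active means luminescence count or its row- and column-corrected plate score outside the 99.7% band of the plate's sample wells, on either side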
Target sequence (P21728 whole entry, looked up): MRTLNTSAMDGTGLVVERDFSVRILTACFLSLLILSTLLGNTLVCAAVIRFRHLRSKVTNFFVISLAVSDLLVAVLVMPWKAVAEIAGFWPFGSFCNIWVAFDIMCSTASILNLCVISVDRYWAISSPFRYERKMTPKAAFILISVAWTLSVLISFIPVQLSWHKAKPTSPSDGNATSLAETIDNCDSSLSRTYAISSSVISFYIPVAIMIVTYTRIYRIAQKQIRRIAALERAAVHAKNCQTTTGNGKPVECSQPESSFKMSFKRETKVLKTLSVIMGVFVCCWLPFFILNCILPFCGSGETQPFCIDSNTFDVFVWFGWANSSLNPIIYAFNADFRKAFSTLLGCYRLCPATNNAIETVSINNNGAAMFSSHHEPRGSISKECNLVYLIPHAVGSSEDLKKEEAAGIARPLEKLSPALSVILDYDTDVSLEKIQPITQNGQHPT
Jurkat tox 60K: cytotoxicity toward Jurkat T cells, primary screen, cytotoxicity control, cell-based, Jurkat E6.1, 60K MLSMR library | Jurkat E6.1 viability, ATP luminescence, 48 h | AID 463, 2006 | 1.2% of 56,000 active | inhibition, % at 4 µM;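 active means inhibition above the mean inhibition of all tested compounds plus 3 SD, cut at about 28% in these data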
Ecoli tolC: growth inhibitors of E. coli tolC mutant, primary screen, strain BW25113 ΔtolC::kan, 384-well | OD615 | growth inhibition, % at 10 µM (by protocol) | 2.2% of 65,000 active | AID 573, 2007;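 active means growth inhibition at or above a cutoff equal to the mean over every tested compound plus 3 SD, cut at about 60% in these data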;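 further: growth measured after 20 h incubation at 37 °C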
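System: E. coli ΔtolC::kan strain BW25113; Buffer or medium: LB broth supplemented with 50 µg/mL kanamycin; Compound: 10 µM final, single dose; Incubation: bacterial growth with compound for 20 h at 37 °C; Signal: A615 absorbance measurement; Evaluation: growth inhibition in percent.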
SF-1 act: activators of human SF-1, primary screen, cell-based, CHO-K1, Gal4-SF-1 LBD, luciferase luminescence; Steroidogenic factor 1 (Homo sapiens), Q13285; CHO-K1 Gal4-SF-1 LBD luciferase reporter; % increase over DMSO SF-1-specific signal; activation, % at 10 µM; 1.9% of 65,000 active;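 active means activation above the mean activation of all tested compounds plus 3 SD, cut at about 50% in these data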
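Compound – one dose, 10 µM compound, 1% DMSO · Test system – transient Gal4-SF-1 LBD reporter, CHO-K1 · Input – 4,000 cells in each well · Read-out basis – percent activation relative to DMSO median and mock-transfected background · Replicates – single measurement per compound · Technique – steady-glow luciferase luminescence, read after 15 min reagent incubation · Timing – 20 h compound treatment, 37 °C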
M1 antagonist: antagonists of rat M1 muscarinic receptor. Muscarinic acetylcholine receptor M1 (Rattus norvegicus), P08482. CHO-M1 cells, Fluo-4 calcium, ACh EC80 antagonist mode; hits give low values. B-score at 10 µM. 3.4% of 64,000 active;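 active means calcium fluorescence response, raw or row-and-column corrected B-score, differing from the plate sample mean either way at a set confidence level, mostly lower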
Target sequence (P08482 whole entry, looked up): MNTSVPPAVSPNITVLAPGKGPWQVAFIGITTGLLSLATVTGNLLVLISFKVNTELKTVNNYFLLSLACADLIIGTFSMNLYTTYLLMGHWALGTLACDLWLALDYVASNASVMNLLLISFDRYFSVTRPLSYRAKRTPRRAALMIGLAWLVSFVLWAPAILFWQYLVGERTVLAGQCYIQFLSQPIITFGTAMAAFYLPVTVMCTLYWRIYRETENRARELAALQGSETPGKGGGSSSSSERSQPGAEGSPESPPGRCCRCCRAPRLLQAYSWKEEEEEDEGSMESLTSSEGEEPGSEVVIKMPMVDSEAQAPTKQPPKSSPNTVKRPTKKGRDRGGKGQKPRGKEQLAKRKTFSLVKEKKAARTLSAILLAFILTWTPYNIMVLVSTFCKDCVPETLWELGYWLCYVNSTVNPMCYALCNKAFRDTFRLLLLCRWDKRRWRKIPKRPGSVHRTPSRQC
TNAP act mid DEA: human TNAP enzyme activators, primary screen, biochemical, luminescent, intermediate phosphate acceptor level; Alkaline phosphatase, tissue-nonspecific isozyme (Homo sapiens), P05186; purified TNAP, CDP-star luminescence, 100 mM DEA, 30 min; hits give high values; scale: 0 levamisole-inhibited, 1 vehicle-only enzyme; activation factor at 20 µM; 64,000 tested, under 10 active; AID 813, 2007;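 active means activation factor of at least 2 at 20 µM, relative to controls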
Active calls of the source: *; [ ] = dose if it differs, or a comment.

COc1ccc(CCNC(=O)c2cnn(-c3ccc(C)c(C)c3)c2NC(=O)c2ccco2)cc1OC was read as M1 ag -0.11, NADH coupling 3%, HEK293 NFkB inh 9, D1 mod 0.41, Jurkat tox 60K -2, Ecoli tolC 7, SF-1 act -2, M1 antagonist 0.91 and TNAP act mid DEA 1.
For CCc1nnc(NC(=O)C(C)N2C(=O)C3C4C=CC(C4)C3C2=O)s1 (configuration not stated) the results were M1 ag -0.1, NADH coupling 6%, HEK293 NFkB inh 10, Jurkat tox 60K -4, Ecoli tolC -11, SF-1 act 5, M1 antagonist 0.12 and TNAP act mid DEA 0.9.
For CC1(C)Cc2ccccc2-c2nnc(SCC(=O)Nc3ccc4c(c3)OCO4)n21 the results were NADH coupling 7%, HEK293 NFkB inh 3, Jurkat tox 60K 1, Ecoli tolC 13, SF-1 act -13 and TNAP act mid DEA 0.9.
COc1cccc(C2C3=C(N=C4SCC(=O)N42)c2ccccc2CC3)c1OC (configuration not stated) was read as M1 ag 0.46, NADH coupling 6%, HEK293 NFkB inh 12, D1 mod -1, Jurkat tox 60K -6, Ecoli tolC 43, SF-1 act 5, M1 antagonist 1 and TNAP act mid DEA 0.9.
`CCN1CCN(c2cc(C)c3cc(NC(=O)c4ccc(Br)o4)ccc3n2)CC1` gave M1 ag 3*, NADH coupling 6%, HEK293 NFkB inh 9, D1 mod -2.5*, Ecoli tolC -3, SF-1 act 18, M1 antagonist -4.4* and TNAP act mid DEA 0.9.
`Cc1ccc2c(c1)c1c3n2CCN(C(=O)C2CC2)C3CCC1` (configuration not stated) gave M1 ag -0.94, NADH coupling 5%, HEK293 NFkB inh 18, D1 mod 0.013, Jurkat tox 60K 6, Ecoli tolC 40, SF-1 act -4, M1 antagonist 0.013 and TNAP act mid DEA 0.8.
For Cc1cc(C)nc(NC(=O)CCCC(=O)O)c1 the results were M1 ag 0.66, NADH coupling 5%, HEK293 NFkB inh 15, D1 mod 0.17, Jurkat tox 60K 1, Ecoli tolC -16, SF-1 act -12, M1 antagonist 0.93 and TNAP act mid DEA 0.9.
`Nc1nonc1OCCc1ccccc1` gave M1 ag 1.3, NADH coupling 0%, D1 mod 0.94, Ecoli tolC -1, SF-1 act 18, M1 antagonist 0.57 and TNAP act mid DEA 0.9.
`NC(=O)CSCc1ccc(Br)cc1` gave M1 ag 0.42, NADH coupling 2%, HEK293 NFkB inh 5, D1 mod -0.15, Jurkat tox 60K 4, Ecoli tolC -9, SF-1 act 2, M1 antagonist 0.015 and TNAP act mid DEA 0.9.
Screening Cc1cc(=O)oc(C)c1C(=O)NCC(C)C returned M1 ag -0.12, NADH coupling 2%, Ecoli tolC 7, SF-1 act 10, M1 antagonist -0.36 and TNAP act mid DEA 0.9.
CC(=O)OC1CC(C)(C)N(OC(=O)c2ccc(N)cc2)C(C)(C)C1 was read as M1 ag 0.32, NADH coupling 2%, HEK293 NFkB inh 10, D1 mod -0.66, Jurkat tox 60K -8, Ecoli tolC -2, SF-1 act -11, M1 antagonist -0.015 and TNAP act mid DEA 0.9.
For Cc1ccc(-n2nc3cc(Cl)c(NC(=O)c4ccco4)cc3n2)cc1 the results were M1 ag -0.59, NADH coupling 6%, D1 mod -0.14, Ecoli tolC -2, SF-1 act 70*, M1 antagonist 0.036 and TNAP act mid DEA 0.7.
Screening CCC(CC)C(=O)NCc1ccccc1OC returned M1 ag 0.86, NADH coupling 7%, HEK293 NFkB inh 8, D1 mod 0.29, Jurkat tox 60K -9, Ecoli tolC -12, SF-1 act -12, M1 antagonist -0.84 and TNAP act mid DEA 0.9.
Screening COc1ccc2cc(S(=O)(=O)N3CCCCC3)ccc2c1S(=O)(=O)N1CCCCC1 returned M1 ag 0.28, NADH coupling 8%, HEK293 NFkB inh 9, D1 mod -0.13, Jurkat tox 60K 2, Ecoli tolC 7, SF-1 act 12, M1 antagonist -0.14 and TNAP act mid DEA 0.9.
For Cc1cccc(-n2ncc3c(NCc4ccccn4)ncnc32)c1 the results were M1 ag -0.17, NADH coupling 3%, HEK293 NFkB inh 7, D1 mod 0.24, Jurkat tox 60K -2, Ecoli tolC 33, SF-1 act 24, M1 antagonist 0.11 and TNAP act mid DEA 0.9.
O=C(CSc1ccc2nnc(-c3ccncc3)n2n1)Nc1ccc2c(c1)OCCO2 was read as M1 ag -0.011, NADH coupling 10%, HEK293 NFkB inh -3, D1 mod -0.015, Jurkat tox 60K -3, Ecoli tolC -7, SF-1 act -4, M1 antagonist -0.033 and TNAP act mid DEA 1.
`Cc1cccc(C)c1NC(=O)CCCSc1nnc(-c2ccco2)n1-c1ccccc1` gave M1 ag 0.74, NADH coupling 3%, HEK293 NFkB inh 13, D1 mod -0.18, Jurkat tox 60K 11, Ecoli tolC 18, SF-1 act -11, M1 antagonist 0.51 and TNAP act mid DEA 1.
For COc1cc2c(cc1OC)-c1cc(OCc3cccnc3)nc(=O)n1CC2 the results were M1 ag 0.15, NADH coupling 4%[fluoresces], HEK293 NFkB inh 21, D1 mod 19*, Jurkat tox 60K -3, Ecoli tolC 4, SF-1 act 8, M1 antagonist -2.4 and TNAP act mid DEA 1.
`O=C(Cc1ccc(F)cc1)OCC(=O)c1cc2ccccc2o1` gave M1 ag 0.36, NADH coupling 4%, HEK293 NFkB inh -2, D1 mod 0.62, Jurkat tox 60K -3, Ecoli tolC -1, SF-1 act 1, M1 antagonist 0.05 and TNAP act mid DEA 0.9.
O=C(OC1CCOC1=O)c1ccc2ncsc2c1 (configuration not stated) was read as M1 ag 0.031, NADH coupling 9%, HEK293 NFkB inh 22, D1 mod -0.34, Jurkat tox 60K -6, Ecoli tolC -11, SF-1 act -5, M1 antagonist 1 and TNAP act mid DEA 0.9.
Screening COc1ccc(-c2nnc(SCc3nnc(-c4ccc(Cl)cc4)o3)n2-c2ccccc2)cc1 returned M1 ag -1.5, NADH coupling 3%, HEK293 NFkB inh 7, D1 mod -0.047, Jurkat tox 60K 8, Ecoli tolC 15, SF-1 act -1, M1 antagonist -0.0077 and TNAP act mid DEA 1.
COc1ccc(C(=O)CN2C(=O)NC3(CCCc4ccccc43)C2=O)cc1OC (configuration not stated) was read as M1 ag -0.94, NADH coupling 2%, HEK293 NFkB inh 21, D1 mod 1.7, Jurkat tox 60K -6, Ecoli tolC -13, SF-1 act 0, M1 antagonist 0.16 and TNAP act mid DEA 0.9.
Cc1cc(C(=O)Nc2nnc(-c3ccccc3)s2)no1 was read as M1 ag -0.25, NADH coupling 7%, HEK293 NFkB inh -13, D1 mod 0.95, Jurkat tox 60K -10, Ecoli tolC 1, SF-1 act 14, M1 antagonist -0.034 and TNAP act mid DEA 0.9.
`CCOc1ccc(NC(=O)CSc2n[nH]c(=O)n2-c2ccccc2)cc1` gave M1 ag 0.72, NADH coupling 6%, HEK293 NFkB inh 13, D1 mod 0.67, Jurkat tox 60K -5, Ecoli tolC -9, SF-1 act -1, M1 antagonist 0.52 and TNAP act mid DEA 0.9.
N#Cc1ccsc1NC(=O)c1cnccn1 was read as M1 ag -0.14, NADH coupling 4%, HEK293 NFkB inh 3, D1 mod 0.67, Jurkat tox 60K 1, Ecoli tolC -1, SF-1 act 16, M1 antagonist 0.087 and TNAP act mid DEA 0.9.
`CCOC(=O)Cn1c(=O)c2c(nc(N3CCCCC3)n2C)n(C)c1=O` gave M1 ag 0.32, NADH coupling 11%, HEK293 NFkB inh 16, D1 mod -0.83, Jurkat tox 60K -7, Ecoli tolC -14, SF-1 act 0, M1 antagonist 0.42 and TNAP act mid DEA 1.
`Cc1ccccc1N1CCN(Cc2c(C#N)c3ccccc3n2C)CC1` gave M1 ag 0.14, NADH coupling 2%, HEK293 NFkB inh 15, D1 mod -0.13, Jurkat tox 60K 7, Ecoli tolC 25, SF-1 act -7, M1 antagonist 0.55 and TNAP act mid DEA 0.9.
For O=C(c1ccc(Cn2c(=O)[nH]c3ccccc3c2=O)cc1)N1CCN(c2ccc(F)cc2)CC1 the results were M1 ag 1.2, NADH coupling 5%, HEK293 NFkB inh 9, D1 mod -0.079, Jurkat tox 60K 1, Ecoli tolC 10, SF-1 act 8, M1 antagonist 0.032 and TNAP act mid DEA 0.9.
`Cc1ccnc(SCCn2c(N3CCCCC3)nc3c2c(=O)n(C)c(=O)n3C)n1` gave M1 ag -0.51, NADH coupling 13%, HEK293 NFkB inh -6, D1 mod 1.5, Jurkat tox 60K -12, SF-1 act -6, M1 antagonist -0.36 and TNAP act mid DEA 0.9.
`O=C(COC(=O)c1ccccc1Nc1ccccc1)NCc1ccco1` gave M1 ag -0.028, NADH coupling 4%, HEK293 NFkB inh 21, D1 mod -0.33, Jurkat tox 60K -5, Ecoli tolC -1, SF-1 act -8, M1 antagonist -0.14 and TNAP act mid DEA 1.
Screening O=C(Nc1nnc(CCc2ccccc2)s1)C1CCCO1 (configuration not stated) returned M1 ag -0.8, NADH coupling 3%, HEK293 NFkB inh 6, Jurkat tox 60K -5, Ecoli tolC 2, SF-1 act 22, M1 antagonist -0.17 and TNAP act mid DEA 0.9.
For O=C(CSc1nnc(CNc2ccccc2)o1)N1CCCc2ccccc21 the results were M1 ag -0.5, NADH coupling 7%, HEK293 NFkB inh 12, D1 mod 0.51, Jurkat tox 60K -4, Ecoli tolC 19, SF-1 act 2, M1 antagonist -0.63 and TNAP act mid DEA 0.9.
`CCCC(=O)Nc1ccc(NC(=O)c2cccc(OC)c2)nc1` gave M1 ag -0.4, NADH coupling 6%, HEK293 NFkB inh -11, D1 mod -0.76, Jurkat tox 60K -4, Ecoli tolC -6, SF-1 act 60*, M1 antagonist -0.067 and TNAP act mid DEA 0.9.
`CC(C)COc1ccc(C(=O)OC2CC(C)(C)OCC2CN(C)C)cc1` (configuration not stated) gave M1 ag -0.45, NADH coupling 3%, HEK293 NFkB inh 13, D1 mod -0.00056, Jurkat tox 60K 1, Ecoli tolC -10, SF-1 act 45, M1 antagonist -0.54 and TNAP act mid DEA 0.9.
Screening CCOc1ccc(Br)cc1-c1noc(-c2cccs2)n1 returned M1 ag -1.3, NADH coupling 1%, HEK293 NFkB inh 4, D1 mod 6.7*, Jurkat tox 60K 7, Ecoli tolC 15, SF-1 act 5, M1 antagonist 0.095 and TNAP act mid DEA 0.9.

Screens: PubChem, several laboratories
